GLP-1R agonist – agonists of human GLP-1 receptor. P43220. HEK293 GLP-1R CRE-luciferase, luminescence, 4-6 h; cells express a hypersensitive GLP-1R form. Potency, µM (titrated, usually from 45.6 µM), without a hit: at the highest dose activation, actives largely listed as activators. 380,000 tested, 0.007% active. AID 624172; note: potency is the fitted concentration of half-maximal effect; % of control where 0% means no effect
DRD3 agonist – agonists of human D3 dopamine receptor; P35462; D3R DiscoveRx beta-arrestin cells, luminescence, 90 min; max activation, %; 410,000 tested, 0.58% active; in the data active = max activation above about 30%; note: 0% is about no effect; mostly tested at two doses, the higher about 12 µM
Target sequence (P35462 whole entry, looked up): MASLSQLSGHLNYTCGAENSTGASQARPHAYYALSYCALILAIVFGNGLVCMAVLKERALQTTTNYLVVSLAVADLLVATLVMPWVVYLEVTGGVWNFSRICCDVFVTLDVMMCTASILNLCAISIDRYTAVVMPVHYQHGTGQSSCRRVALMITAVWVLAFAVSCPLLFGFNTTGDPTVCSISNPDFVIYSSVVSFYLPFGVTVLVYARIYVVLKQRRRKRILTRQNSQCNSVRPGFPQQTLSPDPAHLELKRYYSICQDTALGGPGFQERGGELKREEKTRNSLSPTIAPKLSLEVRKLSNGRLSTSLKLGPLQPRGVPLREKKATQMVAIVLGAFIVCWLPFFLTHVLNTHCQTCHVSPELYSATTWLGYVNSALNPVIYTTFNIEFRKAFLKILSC
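Agonist-mode cell screen: cells plated at 1500/well and incubated overnight at 37 °C, then exposed to library compounds for 90 min at 37 °C. Detection reagent was added for 30–60 min at room temperature, and luminescence was read.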
GLP1R inv ag – GLP-1 receptor (human) inverse agonism; Potency, µM (titrated, usually from 38.3 µM), without a hit: at the top dose activity change, negative = inhibition, usual class: inhibitors; P43220; AID 624417; 410,000 tested, 1.6% active; HEK293 GLP-1R CRE-luciferase, luminescence, 24 h; GLP-1R form is constitutively active; note: potency is the fitted concentration of half-maximal effect; % is set by controls: 0 for no effect and ±100 for the full control effect; nearly all actives have a fitted effect of over 55% in size
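Inverse agonism was detected as reduced cAMP-driven luciferase luminescence after 24 h compound treatment. The cells were HEK293 clones expressing constitutively active human GLP-1R with the reporter. Reporter-only and GPR119 cell lines served as counterscreen controls.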
GLP1R cytotox – cytotoxicity in counter-screen for GLP-1R inverse agonists. AID 624418. HEK293 cAMP-luciferase reporter cells, luminescence, 24 h. 410,000 tested, 0.13% active. Potency, µM (series often up to 38.3 µM), inactives show at the top dose activity change, negative = inhibition, most hits filed as inhibitors;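 note: loss of luciferase light is scored as toxicity; potency is the fitted concentration of half-maximal effect; % is set by controls: 0 for no effect and ±100 for the full control effect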
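Luminescence readout: signal drop marks cytotoxicity. Plated cells grew 12 h at 37 °C, 5% CO2, received 23 nL compound for 24 h, then got luciferase reagent, read after 12 min at RT.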
KB-V1 cytotox – KB-V1 MDR subline cytotoxicity; KB-V1 MDR cells viability, CellTiter-Glo, 72 h; Potency, µM (top dose mostly 46.1 µM), for inactives: at the highest dose activity change, negative = cytotoxicity, usual class: cytotoxic; 400,000 tested, 3.4% active; note: potency is the fitted concentration of half-maximal effect; % is set by controls: 0 for no effect and ±100 for the full control effect; nearly all actives have a fitted effect of over 60% in size
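KB-V1, DMEM (no phenol red) + 10% FBS; cpd pin-transferred, titration series; 72 h, 37 degrees C; CellTiter-Glo, luminescence. Data normalized, curve-fit.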
TDP43 rescue – inhibitors of TDP-43 toxicity in yeast; TDP-43 expressing yeast growth rescue, BacTiter-Glo, 24 h; Potency, µM (highest dose often 46.1 µM), inactives show top-dose growth rescue (activation), actives largely listed as activators; 410,000 tested, 1.8% active; AID 652104; note: potency is the fitted concentration of half-maximal effect; % of control where 0% means no effect; nearly all actives have a fitted effect of over 50% in size
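Readout is BacTiter-Glo luminescence of cell growth, so inhibitors register as activators. TDP-43-expressing yeast at OD600=0.02 in galactose medium, after raffinose pregrowth to mid-log, were incubated with compound for 24 hr at 30 deg C.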
D3 antag – D3 dopamine receptor (human) antagonism | P35462 | D3R cells, DiscoveRx beta-arrestin luminescence, antagonist mode; active compounds read low | max response, negative = inhibition, % | 360,000 tested, 2.5% active | AID 652054; in the data active = max response below about -50%; inconclusive = no clear call, values can overlap the other calls; note: % is set by controls: 0 for no effect and ±100 for the full control effect; mostly tested at two doses, the higher about 12 µM
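Cells plated overnight at 1500 cells/well, then exposed to library compounds with dopamine controls for 90 minutes at 37 degrees C. DiscoveRx reagent added for 30–60 minutes at room temperature; luminescence read, quantitative HTS format.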
PTHR1 agonist – activates the human parathyroid hormone receptor PTHR1 | HEK293 GP2 PTHR1 cells, GloSensor cAMP luminescence, 1 h | Potency, µM (doses to about 115 µM), without a hit: top-dose activation, most hits filed as activators | 410,000 tested, 0.075% active; note: potency is the fitted concentration of half-maximal effect; nearly all actives have a fitted effect of over 55% in size; some results filed as inactive show a strong effect at the top dose; inactives centre near -15; many of its hits are not listed in these tables
Target sequence (Q03431 whole entry, looked up): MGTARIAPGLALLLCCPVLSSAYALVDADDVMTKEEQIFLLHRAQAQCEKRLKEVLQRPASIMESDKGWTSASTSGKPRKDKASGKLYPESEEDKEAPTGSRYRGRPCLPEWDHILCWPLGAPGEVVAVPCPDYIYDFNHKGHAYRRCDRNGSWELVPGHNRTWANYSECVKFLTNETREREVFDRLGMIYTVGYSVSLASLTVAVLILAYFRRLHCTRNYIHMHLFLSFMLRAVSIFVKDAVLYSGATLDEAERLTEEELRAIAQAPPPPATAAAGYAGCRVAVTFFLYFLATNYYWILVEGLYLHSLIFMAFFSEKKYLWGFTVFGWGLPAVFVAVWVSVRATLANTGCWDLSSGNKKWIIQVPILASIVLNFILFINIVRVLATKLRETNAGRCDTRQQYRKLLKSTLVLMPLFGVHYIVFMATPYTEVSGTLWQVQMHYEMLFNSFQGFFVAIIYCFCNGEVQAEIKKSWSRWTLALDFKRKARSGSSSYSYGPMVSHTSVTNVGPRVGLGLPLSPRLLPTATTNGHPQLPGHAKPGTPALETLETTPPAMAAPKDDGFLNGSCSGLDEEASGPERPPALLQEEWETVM
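HEK-293-derived GP2 cells expressing PTHR1 and a GloSensor cAMP reporter, 3,000/well, plated overnight, given luciferin plus IBMX (each 0.5 mM as added) for 1 h at 37 °C, then compound for 1 h at 37 °C. Luminescence was read after 15 min at room temperature.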
aSyn yeast inh – rescues yeast growth from alpha-synuclein toxicity; Potency, µM (titrated, usually from 46.1 µM), for inactives: top-dose growth rescue (activation), most hits filed as activators; Yeast expressing alpha-synuclein, growth rescue, BacTiter-Glo, 24 h; 370,000 tested, 0.14% active; note: potency is the fitted concentration of half-maximal effect; % of control where 0% means no effect; nearly all actives have a fitted effect of over 65% in size
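Readout is rescue of growth in alpha-synuclein-expressing yeast, so inhibitors of toxicity appear as activators. Growth after 24 hr at 30 deg C in galactose medium is quantified by luminescence.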
* hit, by the source's call; i = inactive; ? = inconclusive; nt = no result given; [ ] = dose if it differs, or a comment. Unless noted, calls come from the whole dose curve; as a rule, active = well fitted curve in the direction sought with a large enough effect; inconclusive = small, poorly fitted or top-dose-only effect, or another doubt; inactive = no such curve, though single readings can be large; an effect the other way counts as inactive or inconclusive.

SMILES | GLP-1R agonist | DRD3 agonist | GLP1R inv ag | GLP1R cytotox | KB-V1 cytotox | TDP43 rescue | D3 antag | PTHR1 agonist | aSyn yeast inh
CCc1nn2c(=O)cc(CSCC(=O)Nc3ccccc3F)nc2s1 | -7% | -1 | 13% | -3% | -13% | 0% | -5 | i | -2%
O=C(NC1CCCCC1)c1ccc2c(c1)sc1nc(-c3ccc(F)cc3)cn12 | nt | 6 | 1% | -4% | -8% | 0%[9.22 µM] | nt | i | nt
CC1SCC(=O)N(CC(=O)NCCc2ccccc2)C1=O (stereo not given) | 5% | -3 | 4% | 0% | 4% | -7% | -10 | i | 3%
Cc1ccc(-n2c(SCC(=O)N3CCOCC3)nnc2-c2cccnc2)cc1C | -3% | 0 | 16% | -2% | -8% | 8% | 5 | i | 1%
O=C(C1CC1)N1CCC(c2nc(-c3ccc(S(=O)(=O)NCC4CCCO4)cc3)no2)CC1 (stereo not given) | -1% | 28 | 0% | 0% | ? | -9% | 16 | -6%[57.5 µM] | 2%
CC1(C(=O)NC2CCCC2)CCC(=O)N1CCc1c[nH]c2ccccc12 (stereo not given) | 0% | 4 | 17% | 7% | 0% | -2% | 39 | -7% | 0%
CCOCCCNS(=O)(=O)c1ccc(OC)c(Cl)c1Cl | 4% | -16 | 0% | 4% | -22% | 15% | -27 | i | 0%
Cc1ccc(S(=O)(=O)N(C)C)cc1NC(=O)COC(=O)c1ccc2c(c1)OCCO2 | -5% | -6 | 4% | 1% | 15% | -11% | ? | -67%[inhibitor] | -3%
Cc1ccc(C(=O)Oc2cc(-c3ccc4c(c3)OCO4)cc(=O)c3c(C)oc(C)c23)cc1 | nt | -5 | 5% | -6% | 4% | -33%[inhibitor] | nt | ? | nt
Cc1ccccc1N1CCN(Cc2cc3c(cc2[N+](=O)[O-])OCO3)CC1 | -3% | -17 | ? | 0% | -14% | 16% | -8 | -14% | 2%
COc1ccc(CNC(=O)CCS(=O)(=O)c2cc3c4c(c2)CCN4C(=O)CC3)cc1OC | nt | 3 | -15% | -5% | 18% | ? | nt | i | nt
COc1ccc(NC(=S)Nc2ccccc2)cn1 | -3% | -2 | 0% | 3% | -1% | 11% | -3 | i | 0%
O=C(CN1CCN(c2nc(-c3ccccc3)cs2)CC1)NNC(=O)c1ccco1 | 0% | -7 | 16%[7.66 µM] | 1%[7.66 µM] | -12% | -11% | 6 | -6% | 1%
O=C(NCc1ccco1)c1cnn2c1NC(c1ccc(Br)cc1)CC2C(F)(F)F (stereo not given) | -4% | -7 | ? | -19% | -24% | -13% | -22 | -15% | ?
O=C(Cn1cc(SCc2ccc(Cl)cc2)c2ccccc21)N1CCCC1 | nt | -33 | ? | -10% | nt | -4% | nt | -55%[inhibitor] | nt
CC1CCc2nn(CC(=O)NC3CCCC(C)C3C)cc2C1 (stereo not given) | -2% | -2 | -29% | 4% | 8% | 4% | 7 | -60%[inhibitor] | 7%
CC1CN(c2nc3ccccn3c(=O)c2/C=C(\C#N)C(N)=O)CC(C)O1 (stereo not given) | 10% | -1 | 36%[activator] | 24% | -5% | -14% | 0 | i | 1%
CCOC(=O)c1c(/N=C/C2C(=O)CC(C)(C)CC2=O)sc(C)c1C | 0% | 19 | 2% | -1% | 4% | 26% | 8 | i | -8%
O=C(Cc1ccccc1)NN1C(=O)/C(=C/c2ccc(C(=O)O)cc2)SC1=S | -1% | -3 | 3% | -1% | 4% | -1% | -8 | i | -7%
O=C(Nc1ccc(OC(F)(F)F)cc1)C1CCCN(C(=O)c2ccc(Cl)cc2)C1 (stereo not given) | 12% | 7 | ? | 4% | 0% | ? | -1 | -38%[inhibitor] | -15%
Cc1c(Cl)cccc1NC(=O)CCn1c(=O)c2cccn2c2ccccc21 | nt | 5 | 0% | -10% | nt | 18% | nt | i | nt
Cc1cc(C)cc(NC(=O)NCc2ccccn2)c1 | -3% | -2 | 7% | 4% | -1% | -2% | -3 | ? | -7%
CC1CCc2cc(F)ccc2N1C(=O)CSc1nnc2c(n1)[nH]c1ccc(F)cc12 (stereo not given) | -5% | -4 | ? | ? | 21µM* | -16% | 5 | i | 1%
COc1ccc(NC(=O)CSc2c3c(nc4ccc(Cl)cc24)CCCC3)cc1Cl | nt | -3 | 5% | 0% | nt | 11µM* | nt | -79%[inhibitor] | nt
O=C(COC(=O)CCC(=O)c1cccs1)NC1CC1 | -7% | 4 | 32% | 19% | 0% | 8% | 2 | i | -1%

Pulled by structure from the entries so far (2):
SMILES | GLP-1R agonist | DRD3 agonist | GLP1R inv ag | GLP1R cytotox | KB-V1 cytotox | TDP43 rescue | D3 antag | PTHR1 agonist | aSyn yeast inh
CC1CCc2cc(F)ccc2N1C(=O)CSc1nnc2c(n1)[nH]c1ccc(F)cc12 (stereo not given) | -5% | -4 | ? | ? | 21µM* | -16% | 5 | i | 1%
Cc1ccc(S(=O)(=O)N(C)C)cc1NC(=O)COC(=O)c1ccc2c(c1)OCCO2 | -5% | -6 | 4% | 1% | 15% | -11% | ? | -67%[inhibitor] | -3%

Going on with the list:
SMILES | GLP-1R agonist | DRD3 agonist | GLP1R inv ag | GLP1R cytotox | KB-V1 cytotox | TDP43 rescue | D3 antag | PTHR1 agonist | aSyn yeast inh
Cc1ccc(C)c(S(=O)(=O)N=Nc2c(O)[nH]c3ccccc23)c1 | -1% | -6 | -1% | 9% | 1% | -9% | -3 | i | 0%
CC1CCc2c(c3ccccc3n2C(=O)CCl)C1 (stereo not given) | 1% | 7 | ? | -5% | ? | 2.8µM* | 2 | -1% | -13%
O=c1c(C=NCCCO)c(-c2ccccc2)[nH]n1-c1nc2ccccc2s1 | -2% | 2 | 1% | -5% | -12% | -1% | 9 | i | -8%
Cc1c(Cl)ccc2c(C(=O)O)cc(-c3ccccc3)nc12 | 3% | 2 | ? | -12% | -2% | 4% | 0 | -71%[inhibitor] | -29%
O=S1(=O)[C@H]2C[C@H](CO)O[C@@]2(CO)CN1Cc1ccc(-c2cccc(Cl)c2)cc1 | 6% | 9 | -21% | -2% | -2% | 29% | 19 | -75%[inhibitor] | -1%
CCCn1c(=O)c(-c2ccccc2)c(O)c2ccccc21 | 0% | 2 | -24% | -8% | 4% | 22µM* | 2 | i | 1%
Cc1noc(C)c1COC(=O)[C@@H](NC(=O)c1ccccc1Cl)C(C)C | 7% | 18 | 32% | -1% | -25% | -5% | 19 | i | 0%
CCOc1ccc(NC(=O)Cn2c(=O)n(-c3cccc(Cl)c3)c(=O)c3c2c2cc(C)ccc2n3C)cc1 | nt | 8 | 17% | 3% | ? | 1% | nt | -17% | nt
CC1=C(CCN2CCN(C(C)C)C(CCO)C2)C(C)(C)CCC1 (stereo not given) | 0% | -23 | ? | -3% | -29% | -14% | ? | -17% | -6%
CN(C)CCCN(C(=O)COc1ccc(Cl)cc1)c1nc2cc3c(cc2s1)OCCO3 | 11% | -9 | -24% | -7% | -5% | 1% | -4 | i | -2%
Cc1ccc(N(CC(=O)N/N=C/c2ccc(OC3CSC3)cc2)S(=O)(=O)c2ccccc2)cc1 | 7% | 3 | ? | 3% | -6% | 4% | -6 | i | 0%
Cc1ccc(CN2C(=O)CCC2C(=O)NCCCN2CCCCC2C)cc1 (stereo not given) | -6% | 3 | 6% | -2% | -1% | 1% | 29 | i | 1%
O=C(CCN1CCN(c2ccccc2F)CC1)Nc1ccc2c(c1)OCO2 | -5% | 40* | 0% | -20% | ? | -18% | nt | -36%[inhibitor][57.5 µM] | 10%
Cc1ccc2[nH]c(-c3ccccc3)cc(=O)c2c1 | -2% | -24 | -49% | 20% | ? | -2% | -6 | -23% | -5%
Cc1cccc(NC(=S)NC2CC3C=CC2C3)c1 (stereo not given) | 7% | 6 | ? | ? | -9% | 26% | -3 | -8% | 0%
O=S(=O)(NCc1nc2cccnc2n1Cc1ccc(F)cc1)c1ccc(Cl)s1 | nt | 6 | -7% | 12% | nt | 19% | nt | -66%[inhibitor] | nt
Cc1ccc(NC(=O)C2CCN(S(=O)(=O)c3ccccc3)CC2)cc1 | 7% | -11 | -28% | -4% | ? | -1% | -5 | -58%[inhibitor] | 0%
Brc1ccc(C2=NC(Cc3ccccc3)CO2)cc1 (stereo not given) | 7% | -1 | 4% | 6% | 22% | 4% | -4 | -26% | 0%
Cc1cccc(NC(=O)C2C3CCCCC32)c1 (stereo not given) | 11% | -5 | ? | -18% | ? | 14% | -4 | -28% | 9%
COc1ccc(-n2c(=O)c(CCC(=O)N3CCN(c4cccc(OC)c4)CC3)nc3ccccc32)cc1 | -1% | -4 | 14% | 6% | -5% | -2% | -15 | i | -7%
CCc1cc(=O)oc2cc(C)cc(OCC(=O)C(C)(C)C)c12 | 1% | 2 | -19% | 10% | -16% | 11% | 0 | -41%[inhibitor] | ?
CO/N=C\c1cc(C(=O)c2ccc(Cl)cc2Cl)cn1C | 16% | -3 | ? | 3% | -1% | 21% | -11 | -91% | -1%
CC(NC(=O)c1ccco1)C12CC3CC(CC(C3)C1)C2 (stereo not given) | -2% | -11 | 10µM* | 1% | 0% | 19% | -8 | -49%[inhibitor] | 16%
CC1CCN(C2=NC(=O)/C(=C/c3cccc(O)c3)S2)CC1 | 4% | -37 | 27% | -2% | -15% | 14% | -85* | i | 5%
Cc1ccc(NC(=O)C2CCCN2C(=O)c2cccs2)c(C)c1 (stereo not given) | 8% | -7 | -4% | 11% | -7% | -7% | 1 | i | 2%
CCS(=O)(=O)N1CCCC(C(=O)Oc2ccc(Br)cc2)C1 (stereo not given) | 0% | -8 | -7% | 5% | -16% | -4% | -8 | -4% | -2%
COC(=O)c1ccc(CO/N=C/c2ccc(OC)cc2)o1 | 27% | -5 | ? | 5% | -29% | -10% | 10 | -10% | -35%[inhibitor]
Cc1ccc(-c2cc(C(=O)NNC(=O)c3csc(N4CCOCC4)n3)c3ccccc3n2)cc1 | 2% | 2 | ? | -18% | -7% | 28% | 20 | -8% | 0%
Cc1cc(NC(=O)c2cccc(C)c2[N+](=O)[O-])no1 | -5% | -1 | 17% | 6% | 16% | 21% | 5 | i | -1%

Bioassay records (PubChem BioAssay)

An excerpt (hit frequency here may not be typical).
